# Screening data: PubChem BioAssay, several laboratories
# NSD2 HMT inh: NSD2 histone methyltransferase inhibitors, primary screen, biochemical, AlphaScreen, single concentration, set 2; Histone-lysine N-methyltransferase NSD2 (Homo sapiens), O96028; NSD2 peptide methylation, 120 min; inhibition, % at 12.5 µM; hit rate 0.54% among 310,000; in the data active = inhibition above about 50%
# dFosB act: activators of delta FosB homodimer, primary screen, biochemical, fluorescence polarization, TAMRA-CDK5 oligo, single point | Protein FosB (Mus musculus), P13346 | purified delta FosB; percent of positive-control signal above neutral wells | activation, % at 25 µM | hit rate 0.99% among 340,000 | AID 493131, 2011;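 active = mean activation above about 17%, with every replicate also reaching it, limit read from the data, passing the limit was not always enough; inconclusive = only one of the two conditions met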;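 note: fluorescence polarization rise as delta FosB binds a TAMRA Cdk5 AP-1 oligo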
# Target sequence (P13346 whole entry, looked up): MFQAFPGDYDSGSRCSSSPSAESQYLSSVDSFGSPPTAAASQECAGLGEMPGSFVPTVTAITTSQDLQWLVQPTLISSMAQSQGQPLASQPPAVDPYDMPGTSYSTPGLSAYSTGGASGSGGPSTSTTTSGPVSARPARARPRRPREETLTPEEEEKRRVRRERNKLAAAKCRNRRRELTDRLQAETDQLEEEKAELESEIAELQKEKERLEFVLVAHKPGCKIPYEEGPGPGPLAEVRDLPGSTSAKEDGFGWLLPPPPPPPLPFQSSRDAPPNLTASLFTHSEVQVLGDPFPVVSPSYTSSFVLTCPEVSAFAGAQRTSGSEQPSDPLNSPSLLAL
# SR-BI HDL uptake: inhibitors of SR-BI mediated HDL lipid uptake, primary screen, ldlA[mSR-BI] cells, fluorescence, single point; Scavenger receptor class B member 1 (Mus musculus), Q61009; ldlA[mSR-BI] CHO cells, DiI-HDL uptake fluorescence, 3 h; inhibition, % at 12.5 µM; hit rate 0.96% among 320,000;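 active = mean replicate inhibition of at least 70% and a set share of replicates each scoring 70 or more; inconclusive = meets just one of the two criteria; inactive = fails both criteria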;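 note: 0% = median of neutral control wells and 100% = median of positive control wells; values of inactives mirror those of a sister screen read the other way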
# MITF TRPM1 HTS: activators of MITF-driven TRPM1 promoter reporter, primary screen, cell-based, SK-MEL-5, luciferase, single point; SK-MEL-5 TRPM1-promoter luciferase, 24 h; % of positive control, neutral wells = 0; activation, % at 12.5 µM; hit rate 0.75% among 300,000;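 active = mean activation of at least 80% with every replicate also reaching 80%; inconclusive = mean reaches 80% but some replicate falls short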;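 note: 0% = neutral control wells and 100% = parthenolide positive control wells; values of inactives mirror those of a sister screen read the other way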
# PvdQ acylase: P. aeruginosa PvdQ acylase inhibitors, primary screen, biochemical, fluorescence, plate reader and imaging, single point. inhibition, % at 10 µM. PvdQ acylase [Pseudomonas aeruginosa LESB58]. purified PvdQ acylase. AID 488965, 2010. hit rate 0.063% among 340,000; in the data active = inhibition above about 30%, passing the limit was not always enough; inconclusive = no clear call, values can overlap the other calls;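 note: 0% = vehicle neutral wells and 100% = reference inhibitor wells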
# Wnt bcat act: Wnt/beta-catenin pathway activators, primary screen, cell-based, plate reader, single point | Wnt/beta-catenin reporter cell assay, activator | activation, % at 9.35 µM | hit rate 1.2% among 300,000; in the data active = activation above about 30%, passing the limit was not always enough; inconclusive = no clear call, values can overlap the other calls;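 note: 0% = neutral control wells and 100% = positive control wells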
# CDK5 p35 inh: inhibitors of human CDK5/p35 kinase, primary screen, biochemical, single concentration. Recombinant CDK5/p35, ADP-Glo luminescence, 60 min. inhibition, % at 10 µM. hit rate 0.01% among 330,000. Cyclin-dependent kinase 5 (Homo sapiens) + Cyclin-dependent kinase 5 activator 1 (Homo …;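 active = highest replicate inhibition of at least 50% and at least 75% of replicates reaching 50%; inconclusive = only one of the two criteria met; inactive = both criteria failed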;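 note: plate controls were DMSO neutral control for no effect and GW8510 at 10 µM for full effect; many of its hits are not listed in these tables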
# HTR5A inv ctr: HTR5A inverse agonists in luminescence cell assay, primary screen, counter-screen for OPRM1-OPRD1 heterodimer inverse agonist project, full-deck HTS; HTR5A cell line, inverse agonism; inhibition, % at 9.3 µM; hit rate 0.083% among 340,000; AID 504634, 2011; in the data active = inhibition mostly above about 23%, no sharp cut-off; inactive = mostly below about 18%;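 note: 0% = cells with DMSO and 100% = no-cell wells with DMSO; some compounds called inactive have numbers as strong as hits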
# Target sequence (P47898 whole entry, looked up): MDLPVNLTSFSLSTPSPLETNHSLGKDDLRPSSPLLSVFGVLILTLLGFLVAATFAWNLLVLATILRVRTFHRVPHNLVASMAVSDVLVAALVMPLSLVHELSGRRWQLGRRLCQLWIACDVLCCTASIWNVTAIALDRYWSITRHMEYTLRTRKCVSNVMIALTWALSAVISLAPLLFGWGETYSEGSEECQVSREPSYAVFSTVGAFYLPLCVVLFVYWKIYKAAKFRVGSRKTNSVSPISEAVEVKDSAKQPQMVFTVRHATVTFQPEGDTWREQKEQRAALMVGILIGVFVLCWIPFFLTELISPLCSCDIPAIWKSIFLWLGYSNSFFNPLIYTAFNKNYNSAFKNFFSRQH
# V-ATPase pHluor: regulators of yeast V-ATPase proton pumping, primary screen, pHLuorin cytosolic pH fluorescence; hit rate 0.37% among 350,000; AID 504577, 2011; S. cerevisiae; response, % at 10 µM; in the data active = response mostly above about 7.3%, no sharp cut-off; inactive = mostly below about 5.4%; note: actives read high; inactives centre near 0; some compounds called inactive have numbers as strong as hits; reference of the scale not given here
# HTR5A ag: HTR5A agonists in luminescence cell assay, primary screen, counter-screen for OPRM1-OPRD1 heterodimer agonist project, full-deck HTS | activation, % at 9.3 µM | cell-based | hit rate 0.61% among 340,000; in the data active = activation mostly above about 9.5%, no sharp cut-off; inactive = mostly below about 7.6%;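 note: 0% = cells with vehicle only and 100% = reference agonist; strong numbers were not always called active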
# * hit, by the source's call; ? = inconclusive; . = no result given. Outcome played no part in choosing rows. Share with any hit: about 5%.
# Results follow in this order: NSD2 HMT inh	dFosB act	SR-BI HDL uptake	MITF TRPM1 HTS	PvdQ acylase	Wnt bcat act	CDK5 p35 inh	HTR5A inv ctr	V-ATPase pHluor	HTR5A ag
O=C(N/N=C/c1cc([N+](=O)[O-])ccc1O)C(O)(c1ccccc1)c1ccccc1
 : 1	1	46	.	-2	0	0.3	8	-2	-2
N[C@@H](CCC(=O)N[C@@H](CSN=O)C(=O)NCC(=O)O)C(=O)O
 : .	1	1	-7	-12	1	-0.1	-11	-1	0
O=C(N/N=C/c1ccccc1F)NC1CCCCC1
 : 0	-5	-28	38	-9	.	-0.5	8	1	1
Cc1cc(C)nc(N2CCCC(C(=O)Nc3ccc(F)cc3)C2)n1 (stereo not given)
 : -3	-4	.	-8	-7	0	0.0	11	0	-4
CC(C)N1C(=O)CCC1C(=O)NCc1ccccc1Cl (stereo not given)
 : .	3	-8	1	-7	-3	0.2	-18	-2	6
O=C(NN=C1CCN(Cc2ccccc2)CC1)C(O)c1ccccc1 (stereo not given)
 : -3	-12	19	15	-14	-2	-1.4	9	0	4
COc1ccccc1C(=O)NCCC(=O)NNC(=O)Cn1ccc(C(F)(F)F)n1
 : -3	-8	19	-2	13	0	-0.4	-16	-2	5
Cc1ccccc1N(CC(=O)NC1CCCC1)C(=O)c1csnn1
 : -1	8	-20	-3	5	0	-0.1	23	-2	-4
COc1ccc2c(c1)c(=O)oc1cc(OCC(=O)N3CCCC(C)C3)ccc12 (stereo not given)
 : 0	-1	17	-1	-9	.	1.2	-3	-3	-5
CCN(CC)S(=O)(=O)c1ccc(C(=O)OCn2c(SC)nnc(C)c2=O)cc1
 : 3	-13	23	-13	-14	.	-2.0	11	-3	0
O=C(NCc1ccco1)c1noc2c1CCCCC2
 : -1	3	-42	20	8	.	-0.9	3	-4	-2
O=C(O)COc1cccc(/C=C2/SC(=S)N(Cc3ccccc3)C2=O)c1
 : 4	-15	-18	7	?	3	0.5	-8	-5	2
O=C1C2CC=CCC2C(=O)N1Cc1ccccc1 (stereo not given)
 : -5	5	-8	3	7	-4	2.8	-35	6	3
O=C(Nc1cccs1)Nc1cccnc1Cl
 : -1	5	15	4	-10	2	0.1	-18	-1	5
Cc1ccc2c(c1)N(CC(=O)N1CCCc3ccccc31)C(=O)CO2
 : 9	-9	-4	-2	0	-3	1.2	-14	1	-2
Cc1c(NC(=O)Nc2ccc(C#N)cc2)c(=O)n(-c2ccccc2)n1C
 : 1	5	.	-4	-5	-2	-1.1	-17	1	5
COc1cc(C(=O)NCC(=O)OCC(=O)N2CCc3ccccc32)cc(OC)c1OC
 : -4	-8	-19	9	7	-1	-1.8	8	13	-1
O=C1c2oc3ccc(F)cc3c(=O)c2C(c2ccc(F)cc2)N1CCCN1CCOCC1 (stereo not given)
 : .	-1	-7	3	-17	1	0.7	-1	2	0
O=C(NC1CCCC1)c1cc(Cl)ccc1[N+](=O)[O-]
 : -1	-2	-25	13	94*	-2	0.5	-10	0	-2
CC(O)CCC(=O)NCCNC(=O)CCC(C)O (stereo not given)
 : -8	-2	-17	0	-5	2	-0.2	0	1	-2
Oc1cccc(/C=N/N2CCCCC2)c1O
 : -2	4	-9	67	3	?	-0.2	-9	-2	2
CCOC(=O)CSc1nnc(-c2ccoc2C)n1-c1ccc(OCC)cc1
 : 7	-7	-3	12	2	.	-0.8	23	-1	2
Cc1cc(N/N=C/c2cccc(F)c2)nc(NCc2ccccc2)n1
 : 1	33*	41	.	5	-1	1.2	0	2	1
Cc1nc(NC(=O)C2CCCC2)sc1Cc1ccc2c(c1)OCO2
 : 4	-3	-28	39	2	7	0.9	-4	-4	2
O=C(CN1C(=O)NC2(CCCc3ccccc32)C1=O)Nc1cc(F)ccc1F (stereo not given)
 : 1	-3	-12	-16	4	1	-0.2	-9	-2	3
CCc1ccccc1NC(=O)c1ccc(S(=O)(=O)NCC2CCCO2)cc1 (stereo not given)
 : -1	-9	8	-7	15	-3	1.7	-6	-1	2
CC(CCc1ccccc1)NC(=O)C(=O)NCc1ccccc1 (stereo not given)
 : 0	-3	5	-8	1	.	-1.1	1	-3	0
COc1ccc(C2CC(c3cccc(C)c3)n3ncnc3N2)cc1 (stereo not given)
 : .	-1	-6	-3	-5	0	2.3	11	-2	-4
Cc1cnc(C(=O)Oc2ccc(-c3ccccc3)cc2)cn1
 : -7	1	-9	1	-2	-3	-0.3	1	-5	2
Cc1cc(OCC(=O)NCc2nc(-c3ccccc3)no2)c(C)cc1Br
 : 0	-11	-12	-9	-12	1	-1.3	12	-3	-4
CC(C)n1nccc1N(Cc1ccc(Br)cc1)S(=O)(=O)c1ccccc1
 : -5	-9	18	-10	-14	-3	3.8	3	-7	6
CCC(C)[C@H](NC(=O)OC(C)(C)C)C(=O)N/N=C/c1ccc2nccnc2c1 (stereo not given in full)
 : -1	-4	6	5	10	.	-1.8	-25	-2	1
Nc1ccccc1C(=O)NCCCN1CCOCC1
 : 1	-5	10	-7	-6	2	-0.8	9	-3	-3
COC(=O)CSc1nc(C)c(C(=O)Nc2ccccc2C)c(-c2ccc(Cl)cc2)c1C#N
 : 0	-2	25	2	-4	.	-0.6	-9	3	5
Cc1cc([N+](=O)[O-])ccc1NC(=O)C(C)[n+]1ccccc1 (stereo not given)
 : 0	-6	-5	8	-3	1	0.2	-5	18	2
O=C1CCC/C=C\C[C@@H](CC(=O)N(CCO)Cc2ccccc2)C(=O)N[C@H](c2ccccc2)CO1
 : .	5	-2	0	-13	-3	2.1	-27	0	3
CCCCCn1c(CN(C)Cc2ccccc2)nc2c1c(=O)n(C)c(=O)n2C
 : -2	-15	2	-6	-8	9	-1.5	-26	3	10
Cc1ccc(C2CC(=O)Nc3c2ccc2ccccc32)cc1[N+](=O)[O-] (stereo not given)
 : 0	-8	18	-2	5	8	3.3	1	-4	5
COc1cccc(C(CC(=O)NCCN2CCOCC2)NS(=O)(=O)c2ccc(C)cc2)c1OC (stereo not given)
 : .	-5	-21	-5	-6	-2	0.3	19	-3	-8
COc1ccc(C2CC(c3ccccc3)Nc3nc(N)nn32)cc1 (stereo not given)
 : 4	-7	-12	.	-11	.	-0.1	2	-2	1
COCCNC(=O)/C(C#N)=C/c1cc(Br)c(O)c(OC)c1
 : -4	-5	-11	-4	-5	-1	0.1	-1	4	0
CCCNC(=O)CS(=O)Cc1nc(-c2ccc(OC)cc2)oc1C (stereo not given)
 : .	-5	25	-7	-7	0	-0.6	-42	-4	0
COC(=O)c1cc(S(=O)(=O)N2CCN(c3cc(C)ccc3C)CC2)c[nH]1
 : .	-13	-18	.	-4	-3	-7.2	-25	-1	15*
COc1ccc(/C=C/CN2CCN(Cc3ccc(F)cc3)C(CCO)C2)cc1 (stereo not given)
 : 0	-11	-9	-3	-10	3	1.3	-3	4	1
COc1cc(/C=C2\SC(=O)N(Cc3ccc(Cl)cc3)C2=O)cc([N+](=O)[O-])c1O
 : 13	-13	5	-16	-10	-1	-0.2	-2	0	1
CC(C)Cn1c(SCC(=O)NC2CCCc3ccccc32)nc(O)cc1=O (stereo not given)
 : 0	2	-15	-2	-13	.	-0.7	8	2	1
CC(C)(O)CC[C@@H](O)[C@](C)(O)[C@H]1CC[C@@]2(O)C3=CC(=O)[C@@H]4C[C@@H](O)[C@@H](O)C[C@]4(C)[C@H]3CC[C@]12C
 : .	-6	-10	7	-10	-5	-0.2	-17	4	2
O=C(CN1CCN(Cc2ccccc2Cl)C1=O)NC1CCCCCC1
 : 0	1	.	24	-6	.	0.0	2	-2	-1
Cc1cc(C)n(C(=O)CN2C(=O)CCC2=O)n1
 : 1	1	7	-9	-7	.	-1.2	1	3	-2
S=C(NCCc1ccccc1)N/N=C/c1ccccc1Cl
 : 0	-2	2	8	17	-2	1.5	-2	0	1
Cc1ccn2c(=O)c(C(=O)NCCC3=CCCCC3)c(O)nc2c1
 : -2	-4	-21	13	-17	-2	-3.1	-2	2	0
NC(=O)c1ccccc1OC1CCC1
 : -1	-4	12	.	-3	0	0.1	.	-7	.
CCNS(=O)(=O)c1ccc(CCC(=O)NCCC2=CCCCC2)cc1
 : -1	-7	18	-14	1	25	0.8	16	3	-4
COc1ccc(C(=O)NCc2ccc3c(c2)OCO3)cc1S(=O)(=O)NCc1ccc(Cl)cc1
 : -2	-3	7	-2	8	-5	1.7	0	2	-3
Cc1ccc(N2CCN(C3=NC(=O)/C(=C\c4cccs4)S3)CC2)cc1
 : 1	-6	3	1	5	.	-0.1	-11	4	0
COc1ccc(C(=O)NN(c2ccccc2)c2ccccc2)cc1
 : 1	5	-3	1	-7	-4	1.1	-3	-1	2
